Screening results: PubChem BioAssay, several laboratories
PrPC surface inh – reduces human prion protein on the cell surface. AID 720596. inhibition, % at 13.8 µM. actives 0.43% (n = 370,000). P04156. cell surface PrPC, TR-FRET read-out; in the data active = inhibition above about 24%; note: 0% = median of the test wells and 100% = reference compound wells
CCHFV vOTU inh – blocks the CCHF virus ovarian tumor domain protease | actives 0.55% (n = 370,000) | AID 651958 | CCHFV vOTU protease, Pep-AMC fluorescence | inhibition, % at 11.5 µM; in the data active = inhibition above about 30%; note: 0% = vehicle wells with enzyme and 100% = no enzyme wells
PfHsp40 rescue – compounds rescuing yeast from Plasmodium falciparum HSP40 toxicity; actives 0.68% (n = 340,000); growth rescue, % at 12.5 µM; S. cerevisiae expressing PfHsp40, growth rescue, ATP luminescence; AID 504582; in the data active = growth rescue above about 28%, passing the limit was not always enough; inconclusive = no clear call, values can overlap the other calls;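 note: yeast W303a lacking pdr1 and pdr3 grown in galactose medium; growth measured after three days at 30 °C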
Y pestis TopoI – blocks Yersinia pestis topoisomerase I activity; Y. pestis Topo-I cleavage product accumulation, plate reader; actives 0.064% (n = 360,000); AID 504884; activity, % at 10 µM; in the data active = activity above about 50%, passing the limit was not always enough; inconclusive = no clear call, values can overlap the other calls; note: inactives centre near 2
BoNT-A LC inh2 – blocks Botulinum neurotoxin A light chain protease; inhibition, % at 10 µM; multiplex microsphere protease substrate cleavage, flow cytometry; AID 588499; actives 0.17% (n = 360,000); note: plate controls were buffer without enzyme for full effect and enzyme alone for no effect
FadD28 binding – inhibitors of Mycobacterium tuberculosis FadD28 bisubstrate binding. actives 0.22% (n = 360,000). AID 588549. inhibition, % at 12.5 µM. FadD28 bisubstrate probe binding, fluorescence polarization; in the data active = inhibition above about 8.5%, passing the limit was not always enough; inconclusive = no clear call, values can overlap the other calls
Anthrax LF prot – inhibitors of Bacillus anthracis lethal factor protease; inhibition, % at 10 µM; multiplex microsphere protease cleavage assay, LF; actives 0.12% (n = 360,000); note: plate controls were buffer without enzyme for full effect and enzyme alone for no effect
Target sequence (P15917 whole entry, looked up): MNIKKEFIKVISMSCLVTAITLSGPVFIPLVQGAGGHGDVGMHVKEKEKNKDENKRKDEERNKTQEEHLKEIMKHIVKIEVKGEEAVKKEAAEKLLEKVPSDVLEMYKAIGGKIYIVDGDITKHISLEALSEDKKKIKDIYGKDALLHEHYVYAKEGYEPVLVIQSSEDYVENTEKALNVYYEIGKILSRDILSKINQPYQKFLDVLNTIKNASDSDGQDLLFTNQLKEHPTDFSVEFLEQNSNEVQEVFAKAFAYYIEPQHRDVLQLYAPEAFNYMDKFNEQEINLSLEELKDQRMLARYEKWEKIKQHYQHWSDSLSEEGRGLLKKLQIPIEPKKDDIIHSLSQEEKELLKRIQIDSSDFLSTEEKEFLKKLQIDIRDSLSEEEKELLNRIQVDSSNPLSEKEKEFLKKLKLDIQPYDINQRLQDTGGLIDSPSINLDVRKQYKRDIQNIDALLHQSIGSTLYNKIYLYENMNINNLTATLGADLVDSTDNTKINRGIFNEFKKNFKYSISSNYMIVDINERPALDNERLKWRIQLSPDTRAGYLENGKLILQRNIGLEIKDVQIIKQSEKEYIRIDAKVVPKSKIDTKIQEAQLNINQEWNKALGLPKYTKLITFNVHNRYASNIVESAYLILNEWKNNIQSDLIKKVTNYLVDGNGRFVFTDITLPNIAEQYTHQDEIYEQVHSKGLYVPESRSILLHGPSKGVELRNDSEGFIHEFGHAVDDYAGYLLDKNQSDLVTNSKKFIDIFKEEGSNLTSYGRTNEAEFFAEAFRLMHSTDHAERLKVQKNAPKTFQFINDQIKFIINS
TcdB inh – blocks C. difficile toxin B glycohydrolase activity | P18177 | TcdB glycohydrolase enzymatic assay, plate reader | inhibition, % at 9.99 µM | actives 0.24% (n = 350,000) | AID 652162; in the data active = inhibition above about 10%
BoNT-F LC inh – blocks Botulinum neurotoxin F light chain protease; actives 0.22% (n = 360,000); Multiplex microsphere protease cleavage assay, flow cytometry; inhibition, % at 10 µM; in the data active = inhibition above about 35%, passing the limit was not always enough; inconclusive = no clear call, values can overlap the other calls; note: plate controls were buffer without enzyme for full effect and enzyme alone for no effect
* = called active by the depositor; ? = inconclusive; . = no result given; & = joins results of further samples. Cut-off read from the data, not from the text of the source, unless noted: active = inhibition above about 30%; inconclusive = no clear call, values can overlap the other calls; inactive = below that.

Every second line gives: FadD28 binding	CCHFV vOTU inh	Anthrax LF prot	TcdB inh	PrPC surface inh	PfHsp40 rescue	Y pestis TopoI	BoNT-A LC inh2	BoNT-F LC inh
> CCC1CCc2c(sc3ncnc(N4CCOCC4)c23)C1 (stereo not given)
→ -1.5	5.8	-1.6	.	-0.3	2.4	19.7	0.4	10.8
> Cc1ccc(Nc2nc(N)c([N+](=O)[O-])c(NCc3ccccc3)n2)cc1
→ -3.1	-7.2	.	-0.2	-4.8	1.8	24.5	.	.
> CC1(C(=O)NS(=O)(=O)c2ccc3c(c2)CCO3)CCN1C(=O)CCc1ccc(Cl)cc1Cl (stereo not given)
→ -0.7	9.0	0.3	-1.2	-4.3	.	7.8	0.1	2.7
> NS(=O)(=O)c1ccc(CCN=Cc2ccccc2O)cc1
→ 2.1	3.0	-0.5	.	6.5	1.0	0.8	-0.5	-2.0
> CCc1nnc(NC(=O)c2ccc(OC)cc2)s1
→ -2.6	-7.0	-2.1	1.2	-4.9	-0.6	5.7	0.2	-2.1
> Cc1ccc(CC(=O)OCC(=O)c2ccc[nH]2)cc1C
→ -2.1	-12.6	1.1	2.8	1.6	0.2	5.6	-0.8	-10.5
> CCOC(=O)C1(CCC(=O)OCc2ccccc2)CCCCC1=O (stereo not given)
→ -0.7	16.2	-6.9	1.3	5.5	1.3	16.9	-0.8	-0.9
> Cc1cc(=O)oc2cc(OCC(=O)N3c4ccccc4NC(=O)C3(C)C)ccc12
→ -5.3	-26.2	0.2	0.1	5.0	0.8	3.8	-0.1	1.7
> CC(=O)Nc1cc(-c2ccc(N3CCN(C)CC3)cc2)cn2c(-c3ccc(F)c(Cl)c3)cnc12
→ -3.0	-6.3	-11.6	1.4	5.5	.	2.4	-0.3	-16.9
> Cc1cccc(CN(C)C[C@@H]2OCc3cnnn3CCCC(=O)N([C@H](C)CO)C[C@H]2C)c1
→ -3.2	-4.1	-5.0	-2.5&1.4	-1.1	.	-2.0	-0.2	4.8
> CCOC(=O)/C=C1\SCC(=O)N1CC(=O)Nc1ccccc1OC(F)F
→ -2.9	-17.1	-3.1	.	-5.9	1.1	2.7	0.2	-2.4
> CC1CC(C)CN(CC(O)COC2CC(C)CC(C)(C)C2)C1 (stereo not given)
→ -3.4	-7.5	-0.3	-0.3	2.0	0.2	-1.4	-0.3	3.3
> CO/N=C(/C(=O)N[C@@H]1C(=O)N2C(C(=O)O)=CCS[C@H]12)c1cnc(N)s1
→ 0.5	.	-13.7	.	.	.	-2.6	-0.3	12.3
> Cc1[nH]nc(N2CCCCCC2)c1[N+](=O)[O-]
→ -1.5	-7.2	0.1	.	-9.5	-0.4	-3.1	-0.9	5.8
> C=CCOc1ccc(Br)cc1/C=N/O
→ -4.3	4.3	-0.3	.	9.8	1.8	-2.7	0.1	-2.5
> O=C(NNC1CC(=O)N(c2ccccc2)C1=O)c1ccco1 (stereo not given)
→ -0.6	5.2	1.7	-0.9	-3.5	0.1	-4.2	-0.2	-0.8
> CCCC(=O)NC1CCc2cc(OC)c(OC)c(OC)c2-c2ccc(OC)c(=O)cc21 (stereo not given)
→ -0.6	22.8	-4.0	0.9	-10.0	-0.9	-1.6	0.2	-4.6
> Cc1ccc(NC(=O)/C(C#N)=C/c2ccsc2)c(C)c1
→ -4.1	6.2	-0.5	0.5	2.6	-1.2	1.2	-0.2	11.1
> C=CCn1c(C(C)NC(=O)c2ccccc2)n[nH]c1=S (stereo not given)
→ -1.9	-0.7	-5.3	.	-5.5	-1.2	0.2	-1.5	-6.9
> Cc1cccc(NC(=O)CN2CCN(C(=O)c3c(C)nn(Cc4ccccc4)c3C)CC2)c1C
→ 0.5	-9.9	8.6	0.9	-0.3	1.5	4.2	-0.4	1.5

Complete entries as entered above. Values in the order: FadD28 binding	CCHFV vOTU inh	Anthrax LF prot	TcdB inh	PrPC surface inh	PfHsp40 rescue	Y pestis TopoI	BoNT-A LC inh2	BoNT-F LC inh
`CC(=O)Nc1cc(-c2ccc(N3CCN(C)CC3)cc2)cn2c(-c3ccc(F)c(Cl)c3)cnc12` in the list: -3.0	-6.3	-11.6	1.4	5.5	.	2.4	-0.3	-16.9
`Cc1cc(=O)oc2cc(OCC(=O)N3c4ccccc4NC(=O)C3(C)C)ccc12` in the list: -5.3	-26.2	0.2	0.1	5.0	0.8	3.8	-0.1	1.7
`CO/N=C(/C(=O)N[C@@H]1C(=O)N2C(C(=O)O)=CCS[C@H]12)c1cnc(N)s1` in the list: 0.5	.	-13.7	.	.	.	-2.6	-0.3	12.3

(more compounds)
Every second line gives: FadD28 binding	CCHFV vOTU inh	Anthrax LF prot	TcdB inh	PrPC surface inh	PfHsp40 rescue	Y pestis TopoI	BoNT-A LC inh2	BoNT-F LC inh
> CN(CCOc1ccc(Cl)cc1)C(=O)C1=CC=CN2CCS(=O)(=O)N=C12
→ -2.7	-5.2	-4.8	-4.6	-1.9	-0.6	-1.0	-0.1	-4.3
> C=CCOc1c(CNc2ccc(S(N)(=O)=O)cc2)cccc1OC
→ -4.1	-0.7	1.5	.	7.0	0.3	11.6	0.1	?
> COC1=CC(=O)C[C@@H](C)[C@]12Oc1c(Cl)c(OC)cc(OC)c1C2=O
→ -2.0	15.1	-1.3	0.7	-1.5	-0.2	-11.4	-0.3	-6.1
> C#CCOCCOCCOCCNc1nc(N2CCOCC2)nc(N2CCN(C(=O)[C@H](Cc3ccc(O)cc3)n3cc([C@@H](N)CC(C)C)nn3)CC2)n1
→ -1.1	-2.9	4.5	1.3	-5.0	-0.1	10.2	-0.1	-5.9
> Cc1cc(OCC(=O)N(Cc2ccco2)c2c(N)n(Cc3ccccc3)c(=O)[nH]c2=O)ccc1Cl
→ -2.4	-6.2	-0.7	-0.1	6.6	0.3	13.2	1.4	8.7
> COc1ccc(-n2cnnc2SCC(=O)Nc2cccc(S(N)(=O)=O)c2)cc1
→ .	1.4	-1.4	1.5	3.4	-2.1	2.0	-1.2	-1.3
> Cc1cc2c(C)cc(=O)oc2c2c1NCCC2
→ 2.0	-310.7	-2.5	1.9	-9.7	0.1	1.0	-6.3	-6.9
> Cc1cccc(C)c1C(O)c1ncc(-c2ccc(Cl)cc2)[nH]1 (stereo not given)
→ -4.8	3.8	-3.0	-0.1	-0.4	.	-12.3	0.0	0.7
> CC1(c2ccc([N+](=O)[O-])cc2)NC(=O)N(CC(=O)Nc2cccnc2Cl)C1=O (stereo not given)
→ -1.2	-3.6	.	2.5	-11.6	-0.3	3.1	.	.
> CC(=O)NS(=O)(=O)c1ccc(NC(=O)c2cccc(S(=O)(=O)N3CCc4ccccc43)c2)cc1
→ -6.1	-7.5	-4.9	1.1	5.7	3.1	-5.6	-0.4	-4.5
> CCOC(=O)CCN1C(=O)c2ccccc2Sc2ncccc21
→ -1.5	-7.9	-8.5	1.1	-4.6	-1.0	2.2	-16.3	-24.5
> COc1cc(OC)cc(C(=O)N[C@H](C(=O)OCC(=O)c2ccc3c(c2)NC(=O)CO3)C(C)C)c1
→ -7.6	-0.8	0.9	.	1.5	0.3	8.0	0.0	-5.5
> CN(C)C(=O)c1cc(C(=O)c2ccc(F)cc2F)c[nH]1
→ -0.1	-10.0	-2.8	-0.4	-2.0	0.1	2.6	3.3	-27.1
> CNCCC(Oc1ccccc1OC)c1ccccc1 (stereo not given)
→ -2.6	4.5	-8.9	1.9	-11.7	0.8	-4.4	-1.3	-6.4
> COc1cccc(OCC(Cn2cnc3ccccc32)OC(C)=O)c1 (stereo not given)
→ -3.4	-9.3	1.0	0.9	-1.3	2.3	-1.8	0.2	-0.3
> COc1ccc(CCn2c(=N)c(C(=O)NC3CCCC3)cc3c(=O)n4cccc(C)c4nc32)cc1
→ 0.5	5.8	18.3	2.9	-12.5	1.3	11.6	17.6	14.6
> COc1ccc(-n2nnnc2C(C2CC2)N2CCC3(CC2)C(=O)NCN3c2ccccc2)cc1 (stereo not given)
→ -0.5	-3.3	-9.1	-0.4	-1.8	.	.	0.2	-4.2
> O=C(NNS(=O)(=O)c1cc(Cl)cc(Cl)c1)c1sccc1-n1cccc1
→ -2.4	4.8	-2.1	.	-3.9	0.8	6.5	0.0	0.6
> COCCCNC(=O)COc1ccc2oc3c(c2c1)CCCC3
→ -3.0	-0.7	-2.5	-0.6	-3.2	-0.1	22.6	0.0	1.4
> Cc1cccc(NC(=O)C2CCC(CNC(=O)[C@@H]3Cc4ccccc4CN3)CC2)c1 (stereo not given in full)
→ 0.2	14.3	0.3	-1.7	-14.4	-0.4	-5.4	-1.0	-6.9
> O=C(O)c1ccc(N=C2c3ccccc3-c3ccccc32)cc1
→ -4.0	0.1	3.5	0.3	6.5	-0.6	8.5	0.4	2.8
> Cc1ccc(C(=O)Oc2cc(C)[nH]c(=O)c2[N+](=O)[O-])cc1
→ 0.0	5.0	-2.8	1.9	1.5	-0.9	-4.1	-0.4	-0.7
> CC(=O)Nc1ccc(SC[C@H](Cc2ccccc2)N2CC[C@@H](C)CCC2=O)cc1
→ -4.4	-0.8	-3.1	1.0	1.4	3.3	25.8	-0.3	-13.0
> COc1cccc(-c2cc(C(=O)N3CCCCC3C)no2)c1 (stereo not given)
→ 0.4	-7.8	0.6	.	4.7	1.2	13.1	-0.5	0.1
> COc1ccc(OC)c(NC(=O)CS(=O)(=O)Cc2nc(-c3ccccc3C)oc2C)c1
→ -1.9	2.9	-11.2	1.3	1.7	-1.3	16.0	-0.1	-13.3
> CCCn1nnc(NC(=O)c2ccc(-c3ccccc3)cc2)n1
→ -0.1	12.5	-2.2	1.9	11.7	5.2	5.5	-1.3	-7.7
> NNc1ccc(Cc2ccc(Cl)cc2Cl)nn1
→ -3.7	-0.3	-8.1	0.7	-7.6	-0.3	-3.5	-1.9	15.6
> O=C(Nc1ccccc1C(=O)N1CCOCC1)c1ccco1
→ -2.0	-2.3	0.4	.	1.0	0.0	-1.5	-0.6	-16.7
> COc1ccccc1-n1c(SCC(=O)Nc2ccc(NC(C)=O)cc2)nc2c([nH]c3ccccc32)c1=O
→ -2.2	19.3	-1.4	0.2	-8.6	0.9	29.0	-0.8	-5.4
> Cc1ccnc(NC(=O)c2ccc(Cl)c(NC(=O)c3ccccc3C)c2)c1
→ -0.3	.	-3.9	.	.	1.9	-1.3	?	?
> Oc1ccc(-c2onc3ccc(Cl)cc23)cc1
→ -2.4	4.6	-3.1	.	-7.7	3.1	-13.4	-0.8	-3.7
> COc1ccc(C(=O)Nc2ccc(SC(F)F)cc2)cc1
→ -1.2	-4.6	-1.2	.	7.2	-0.4	-1.0	-0.4	-4.5
> COC(=O)[C@H](Cc1c[nH]c2ccccc12)NC(=O)Nc1ccccc1OC
→ -1.3	-16.7	-8.8	0.8	5.5	0.5	-0.1	?	?
> Cc1cccc(NC(=S)NC(=O)c2oc3ccccc3c2C)n1
→ .	8.5	-1.8	0.6	1.1	0.3	-5.8	0.5	-1.9
> CC(C)CCNC(=O)CCS(=O)(=O)c1cccc2nonc12
→ -0.6	14.1	0.3	.	-42.5	1.1	-6.4	0.4	8.5
> O=C1NC(=O)C(=Cc2ccc(-c3ccc(S(=O)(=O)N4CCOCC4)cc3)o2)C(=O)N1
→ -3.3	16.5	-3.8	1.1	-1.7	-1.8	5.2	0.1	-6.9
> O=c1[nH]c(=O)n(-c2cccc3ccccc23)c(O)c1/C=N/N1CCCCC1c1cccnc1 (stereo not given)
→ 2.1	-6.7	-2.8	-2.5	6.7	-0.5	5.5	0.9	-5.0
> N#CC12C(=O)NC(=O)C1(C#N)C21CCCC1 (stereo not given)
→ -1.4	5.8	0.8	6.4	-1.7	-0.3	2.8	0.5	-1.7
> CC(=O)c1cc(C)c(OC(=O)c2ccccc2)c(C)c1
→ -1.4	15.3	3.6	1.6	-9.9	0.4	16.6	-0.2	3.5
> CSc1nc(C)c(CCOCc2ccc(F)cc2)c(=O)[nH]1
→ -1.3	-16.4	-9.6	0.6	-5.2	-0.7	6.3	0.4	2.3
> Cc1ccc(S(=O)(=O)N2CCC(C(=O)N3CCC[C@H]3C(=O)NC3CCS(=O)(=O)C3)CC2)cc1 (stereo not given in full)
→ -0.5	1.1	-4.2	.	1.0	0.9	7.5	?	-1.0
